Screening results from PubChem.
NadD inh – inhibitors of Staphylococcus aureus NadD; 360,000 compounds, 0.78% hits; inhibition, % at 20 µM; purified NadD enzyme, colorimetric absorbance read-out; in the data active = inhibition above about 26%; also: some compounds past the cut are filed as inactive
SUMO1 PPI mod – SUMO1-SIM interaction modulation. SUMO1 binding to a labelled peptide, TR-FRET, 1 h. 360,000 compounds, 0.33% hits. P63165. inhibition, % at 20 µM; in the data active = inhibition above about 37%
Target sequence (P63165 whole entry, looked up): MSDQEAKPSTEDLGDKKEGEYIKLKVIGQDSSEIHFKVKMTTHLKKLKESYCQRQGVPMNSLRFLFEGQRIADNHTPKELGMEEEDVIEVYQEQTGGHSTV
DNMT1 block – DNMT1 (human) enzyme inhibition. P26358. DNMT1 molecular beacon, Hinp1I cleavage, fluorescence. 360,000 compounds, 0.83% hits. inhibition (reported as % activation of signal), % at 10 µM; in the data active = inhibition above about 50%
Tb MetRS inh – Trypanosoma brucei MetRS inhibition | purified T. brucei MetRS, ATP depletion, Kinase-Glo luminescence | inhibition, % at 11.9 µM | 360,000 compounds, 0.4% hits;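 active = inhibition above a per-plate cutoff of the control wells' mean inhibition plus 3 SD, cut at about 5.5% in these data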;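 also: 0% = DMSO wells median and 100% = median of wells with control inhibitor compound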
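technique = Kinase-Glo luminescence, ATP depletion format | system = purified MetRS (methionyl-tRNA synthetase) enzyme from Trypanosoma brucei | timing = 15 min preincubation, 2 h reaction, all 25 °C | evaluation = percent inhibition versus plate control medians | dosing = single dose, 11.9 µM final nominal, 0.9% final DMSO | also added = substrates ATP, L-methionine and bulk Escherichia coli tRNA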
SKN-1 inh – inhibitors of C. elegans SKN-1; C. elegans VP596 Pgst-4::GFP/RFP ratio, acrylamide-induced, 24 h; inhibition, % at 21.8 µM; 360,000 compounds, 0.49% hits;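 active = interference check ratio from 0.5 to 1.5 plus GFP to RFP signal ratio inhibition reaching or exceeding a fixed threshold, cut at about 30% in these data, passing the limit was not always enough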; also: some compounds called inactive have numbers as strong as hits
Neddylation inh – cullin neddylation inhibition; P61081+Q13564; TR-FRET cullin neddylation, biochemical; calls only at 25 µM; 360,000 compounds, 0.58% hits; in the data active = inhibition above about 36%
STEP inh – inhibitors of human striatal-enriched phosphatase STEP; inhibition, % at 20 µM; 360,000 compounds, 0.25% hits; P54829; recombinant STEP, OMFP fluorogenic substrate, fluorescence;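 active = inhibition at 20 µM, scaled per plate between control wells, above about 37%, limit read from the data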;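 also: 0% = DMSO with enzyme and substrate and 100% = substrate only without enzyme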
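Test system: STEP tyrosine phosphatase / Reagent: OMFP at 25 µM / Doses: 20 µM, 1% DMSO / Read-out: percent inhibition scaled to no-enzyme and uninhibited-enzyme controls, plate-pattern corrected / Detection: FITC-channel fluorescence of OMFP product / Medium: Bis-Tris buffer pH 6.0, 2.5 mM DTT, 0.005% Tween 20 / Schedule: 20 min at room temperature, dark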
LMPTP block – LMPTP (human) inhibition; AID 651560; 360,000 compounds, 0.22% hits; recombinant LMPTP-A, OMFP fluorogenic substrate, fluorescence intensity; inhibition, % at 20 µM; P24666;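 active = compounds that cut the enzyme signal by at least half of the control window in the single-dose screen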;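 also: plate controls were DMSO wells with enzyme plus substrate for no effect and substrate without enzyme for full effect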
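Material: LMPTP-A; amount: 0.625 nM enzyme; doses: single 20 µM dose; times: reaction 50 min, room temperature, dark; technique: fluorescence intensity of OMFP turnover product; benchmarks: no-enzyme and uninhibited controls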
Scp-1 inhibitor – blocks human Scp-1 phosphatase activity; 340,000 compounds, 0.88% hits; AID 493091; inhibition, % at 20 µM; Recombinant Scp1, phosphopeptide, malachite green phosphate absorbance;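 active = inhibition above about 50% at 20 µM, limit read from the data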;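 also: plate controls were DMSO wells with enzyme for no effect and wells lacking enzyme for full effect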
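Assay system: SCP-1 catalytic fragment, aa 76-261 | Buffer or medium: Tris acetate buffer pH 5.5 with MgCl2 and Tween-20 | Compound: One concentration, 20 µM, with 1.0% DMSO | Also added: Phospho 17-mer peptide substrate | Signal: Absorbance at 630 nm | Incubation: 45 min enzyme reaction at room temperature | Measure: % inhibition of SCP-1 phosphate liberation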
CendR NRP1 mod – modulators of CendR peptide binding to human neuropilin-1; FAM-RPARPAR peptide binding to NRP-1, fluorescence polarization; inhibition, % at 25 µM; AID 602438; 360,000 compounds, 0.85% hits; O14786;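 active = inhibition or corrected inhibition above about 18%, plus a signal ratio from 0.5 to 1.5, limit read from the data, passing the limit was not always enough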; also: strong numbers were not always called active
Target sequence (O14786 whole entry, looked up): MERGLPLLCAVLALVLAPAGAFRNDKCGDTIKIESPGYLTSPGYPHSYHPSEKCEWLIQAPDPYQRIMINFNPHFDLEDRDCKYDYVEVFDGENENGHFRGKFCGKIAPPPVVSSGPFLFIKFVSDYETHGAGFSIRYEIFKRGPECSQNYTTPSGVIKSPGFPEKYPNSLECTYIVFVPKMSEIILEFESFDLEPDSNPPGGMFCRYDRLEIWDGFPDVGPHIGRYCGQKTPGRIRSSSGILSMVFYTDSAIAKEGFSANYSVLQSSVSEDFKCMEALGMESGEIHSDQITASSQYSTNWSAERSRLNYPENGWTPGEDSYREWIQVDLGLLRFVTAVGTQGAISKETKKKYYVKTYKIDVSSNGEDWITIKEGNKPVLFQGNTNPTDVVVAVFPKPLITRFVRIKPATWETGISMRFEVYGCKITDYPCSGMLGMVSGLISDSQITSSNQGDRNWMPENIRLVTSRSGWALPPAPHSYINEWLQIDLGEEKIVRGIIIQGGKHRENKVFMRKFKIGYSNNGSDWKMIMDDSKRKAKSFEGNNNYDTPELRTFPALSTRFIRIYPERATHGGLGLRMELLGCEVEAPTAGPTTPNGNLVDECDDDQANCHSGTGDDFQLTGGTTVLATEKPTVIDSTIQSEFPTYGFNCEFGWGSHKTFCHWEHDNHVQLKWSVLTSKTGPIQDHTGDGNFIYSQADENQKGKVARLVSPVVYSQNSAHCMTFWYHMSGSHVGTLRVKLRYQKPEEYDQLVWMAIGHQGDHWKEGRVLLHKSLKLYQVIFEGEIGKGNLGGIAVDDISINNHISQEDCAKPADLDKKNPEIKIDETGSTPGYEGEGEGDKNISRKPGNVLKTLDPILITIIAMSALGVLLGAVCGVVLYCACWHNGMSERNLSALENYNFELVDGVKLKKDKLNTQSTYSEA
* = called active by the depositor; i = inactive; . = no result given.

Preview (two entries):
NadD inh	SUMO1 PPI mod	DNMT1 block	Tb MetRS inh	SKN-1 inh	Neddylation inh	STEP inh	LMPTP block	Scp-1 inhibitor	SMILES	CendR NRP1 mod
-7	-8	-1	-0.2	-9	i	3	-0.7	-7	COc1cc2c3c(c1OC)C1(C=CC(=NO)C=C1)CC3N(C(C)=O)CC2 (centres undefined)	2
2	0	-3	-0.9	2	i	2	0.3	-3	COc1ccc(C2C(C#N)=C(N)Nc3onc(C(C)(C)C)c32)c(OC)c1 (centres undefined)	0

The whole of this part, previewed entries included:
NadD inh	SUMO1 PPI mod	DNMT1 block	Tb MetRS inh	SKN-1 inh	Neddylation inh	STEP inh	LMPTP block	Scp-1 inhibitor	SMILES	CendR NRP1 mod
-7	-8	-1	-0.2	-9	i	3	-0.7	-7	COc1cc2c3c(c1OC)C1(C=CC(=NO)C=C1)CC3N(C(C)=O)CC2 (centres undefined)	2
2	0	-3	-0.9	2	i	2	0.3	-3	COc1ccc(C2C(C#N)=C(N)Nc3onc(C(C)(C)C)c32)c(OC)c1 (centres undefined)	0
3	1	1	0.4	-24	i	-2	-3.0	-6	Cc1ccc(-c2csc3ncn(CC(=O)N4CCOCC4)c(=O)c23)cc1	8
-3	3	-9	-2.7	6	i	1	2.6	-9	N#CCSc1nc2c(c(=O)n1Cc1ccco1)C1(CCCC1)Cc1ccccc1-2	-4
1	3	0	-0.2	-8	i	-2	-5.3	-12	Oc1c(Br)cc(/C=N/Nc2ccc(Cl)nn2)cc1Br	-38
2	-2	-4	0.2	2	i	0	-0.5	0	O=C(CSCc1cccc(Cl)c1)N1CCN(Cc2ccc3c(c2)OCO3)CC1	20
-3	-3	5	0.6	16	i	-1	-0.3	-5	O=C(NC1CCCCC1)C(c1cccnc1)N(CCc1ccccc1)C(=O)Cc1cccs1 (centres undefined)	-12
2	-5	-5	0.2	-6	i	-2	-0.8	-2	COc1cc(-c2[nH]nc3c2C(c2ccco2)C(C#N)=C(N)O3)cc(OC)c1OC (centres undefined)	-11
-2	-1	1	-0.7	12	i	0	4.5	-5	c1ccc(-c2nc(NCC3CCCO3)c3ccccc3n2)nc1 (centres undefined)	-22
5	-2	-3	-1.3	11	i	2	0.7	-5	O=C(CCn1nc(-c2ccccc2)c2ccccc2c1=O)N1CCN(c2ccccc2)CC1	10
1	1	-1	-0.2	1	i	-4	-8.4	7	COc1ccc(CNC(=O)[C@H](C)NC(=O)C2CCN(C(=O)[C@@H](N)CCSC)CC2)cc1	-14
-5	1	0	-0.4	-1	i	0	0.8	-7	COc1cccc(NC(=O)c2ccccc2NS(C)(=O)=O)c1	-16
5	-23	1	-0.3	15	i	-2	-1.5	-5	C/C=C\C(=O)Nc1cccc(C2=NOC3(C2)C[C@H](C(N)=O)N(C(=O)Cc2ccc([N+](=O)[O-])cc2)C3)c1 (some centres undefined)	-8
12	-3	-5	-0.3	11	i	2	3.1	-10	COc1ccc(/C=N\NC(=O)c2ccc(F)cc2)cc1COc1cc(F)ccc1[N+](=O)[O-]	6
-4	-28	1	-0.2	3	i	-2	-1.4	-6	O=C(NCc1cccnc1)C(=O)Nc1ccc([N+](=O)[O-])cc1	-4
0	-14	-2	-0.7	-3	i	2	1.0	0	O=C(Nc1ccccc1N1CCCCC1)c1cccc([N+](=O)[O-])c1	-8
15	5	0	-0.1	1	i	-2	-1.1	-3	CCOc1ccc(NC(=O)CN(C)C(=O)CCNC(=O)c2ccco2)cc1OCC	-9
-7	2	-1	-0.3	20	i	0	1.8	-7	O=S(=O)(c1ccc(Cl)cc1)N1CCC2(CC1)OCCN2S(=O)(=O)c1cccs1	0
6	-3	2	-0.3	14	i	-3	-4.7	-4	CSc1ccc(/C=C(/NC(=O)c2ccccc2)C(=O)NCCCn2ccnc2)cc1	8
-1	3	-3	-0.2	13	i	0	4.9	-9	O=C(NCCc1ccccc1)c1cc(-c2ccccc2)c(N2CCOCC2)s1	-10

Reprinted from the part before: two entries, then new ones.
NadD inh	SUMO1 PPI mod	DNMT1 block	Tb MetRS inh	SKN-1 inh	Neddylation inh	STEP inh	LMPTP block	Scp-1 inhibitor	SMILES	CendR NRP1 mod
6	-3	2	-0.3	14	i	-3	-4.7	-4	CSc1ccc(/C=C(/NC(=O)c2ccccc2)C(=O)NCCCn2ccnc2)cc1	8
-1	3	-3	-0.2	13	i	0	4.9	-9	O=C(NCCc1ccccc1)c1cc(-c2ccccc2)c(N2CCOCC2)s1	-10
-5	-5	1	0.1	4	i	-2	-0.9	1	CC(=O)c1ccc(NC(=O)Nc2cccnc2)cc1	13
-1	5	.	-0.2	6	i	.	0.9	.	Nc1ccn([C@@H]2O[C@H](C(=O)N3CCCN(Cc4ccccc4F)CC3)[C@@H](O)[C@H]2O)c(=O)n1	-32
-1	-4	1	0.4	1	i	0	-0.3	-2	O=S(=O)(NCc1cccnc1)c1ccc(Br)c2ccccc12	-3
0	17	0	-1.7	-37	i	-4	0.2	1	O=C(CSc1ccc2c(c1)OCCO2)NCCN1C(=O)CSC1=O	3
-2	7	2	-0.3	9	i	-1	-1.4	-3	Cc1ccc(NC(=O)c2ccc(C)c(S(=O)(=O)N3CCOCC3)c2)nc1	-4
-1	3	12	-1.5	-5	i	-3	1.4	2	Cc1csc(NC(=O)CSc2ccccc2F)n1	-3
6	4	-4	0.1	13	i	1	0.1	-5	O=C1Cc2cc(S(=O)(=O)Nc3ccc(F)cc3Cl)ccc2N1	8
3	-3	0	0.5	17	i	-2	-1.7	4	CC(/C=C/C1[C@H](C)C[C@H](O[C@@H]2O[C@H](CO)[C@@H](O)[C@H](O)[C@H]2O)CC1(C)C)O[C@H]1O[C@H](CO)[C@@H](O)[C@H](O)[C@H]1O (some centres undefined)	15
1	2	-10	42*	17	i	1	2.4	.	OC(c1cccc(Cl)c1)c1ncc(-c2ccc3ccccc3c2)[nH]1 (centres undefined)	0
8	-4	-9	0.8	4	i	3	3.0	-3	COc1ccc(-n2c(C)cc(/C=C3\SC(=S)N(Cc4ccco4)C3=O)c2C)cc1	-151
2	-1	0	-1.4	13	i	-1	0.0	2	Cc1cc(NC(=NC2CC2)c2ccccc2F)n(-c2ccccc2)n1	9
4	-1	2	-0.8	-2	i	0	1.6	2	CC(C)(O)C#Cc1ccc(C(=O)N2CCCC2C(=O)O)s1 (centres undefined)	-1
8	-1	-2	-0.6	-2	i	-4	-0.7	0	O=C(Nc1ccccc1)N1CCCCC1c1cccnc1 (centres undefined)	-4
-6	-1	2	-0.5	22	i	0	0.3	-7	Cc1cc(C)n2c(C)nnc2c1	10
-2	3	3	-0.1	-20	i	0	-1.7	.	Cc1ccc(-n2c(COc3ccccc3)nnc2SCC(=O)O)cc1	3
31*	2	-2	-0.2	4	i	5	0.9	3	N#Cc1cccnc1N1CCN(C(=O)c2cccc3c2C(=O)c2ccc(-c4ccc(F)cc4OCc4ccccc4)cc2S3(=O)=O)CC1	-16
-3	6	10	-0.3	-4	i	0	1.8	5	O=C(C1CCN(S(=O)(=O)c2c(Cl)cccc2Cl)CC1)N1CCCCCCC1	8
-5	-5	0	-0.1	16	i	0	-0.7	-4	CCn1c(COc2ccc(=O)n(-c3ccccc3)n2)nnc1SCc1ccccc1	-14
-5	-3	4	-0.3	-5	i	3	0.2	-5	CCCCN(C(=O)Cn1nnc2ccccc21)C(C(=O)NCCOC)c1ccc(OC)cc1 (centres undefined)	-2
0	-1	1	-0.3	1	i	0	-0.1	-2	COc1ccc(C(=O)Nc2cc(=O)n(C)c(=O)n2C)cc1	1
-2	1	2	-0.4	3	i	-1	-1.2	.	CC1(C(=O)O)CCCN1C(=O)c1cccc(F)c1 (centres undefined)	-12
29*	-26	-11	0.6	18	i	-1	0.1	2	Cn1c(N)c(C(=O)COC(=O)c2cc(-c3ccccc3)nc3ccccc23)c(=O)n(Cc2ccccc2)c1=O	-16
0	-5	0	-0.6	7	i	2	-0.3	8	CN(C)c1ccc(-c2nnc(SCC3CCCO3)n2C)cc1 (centres undefined)	-20
6	-13	-8	-1.0	2	i	-1	0.0	-2	O=C(NCCO)c1ccc(Oc2ccc(C(F)(F)F)cc2[N+](=O)[O-])cc1	10
-2	-1	-5	0.6	-13	i	-3	1.1	-13	COc1cc(NC(=O)c2c(F)c(F)c(F)c(F)c2F)c(OC)cc1Cl	-8
-1	-18	1	-0.3	3	i	0	-0.2	4	O=C(c1cnn2c(C(F)(F)F)cc(-c3ccccc3)nc12)N1CCCCC1c1cccnc1 (centres undefined)	-12
-5	-1	-4	-0.5	-7	i	-3	0.3	9	CC(=O)O[C@H]1C[C@@]2(C)[C@@H](C[C@@H](O)[C@H]3[C@@]4(C)CC[C@@H](O)[C@@H](C)C4CC[C@@]32C)/C1=C(\CCC=C(C)C)C(=O)O (some centres undefined)	-12
-1	-29	1	-0.5	1	i	-4	1.0	0	COc1ccc(NC(=O)CN(C)S(=O)(=O)c2cccc3nsnc23)cc1OC	1
0	-13	9	0.2	2	i	5	3.5	-12	CCc1cc(C(=O)c2ccc(C)cc2)c(NC(=O)CCl)s1	-7
-6	-27	-1	-0.2	0	i	11	1.4	-1	COc1ccc(C2=CC(=O)CC(c3ccc(OC)cc3)C2)cc1 (centres undefined)	-3
8	-6	44	-0.3	-13	i	-1	3.5	-2	O=C(Nc1ccc(/C=C/c2nc3ccccc3o2)cc1)c1cccc(C(F)(F)F)c1	0
